Ba/F3 V617F tox: lowers viability of Ba/F3 cells expressing EpoR and JAK2V617F. ATP luminescence. inhibition, % at 5.6 µM. actives 1.1% (n = 220,000);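 active = inhibition above the campaign mean plus 3 SD over all tested compounds, cut at about 24% in these data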;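 note: cytokine-independent growth of Ba/F3 cells driven by EpoR plus mutant JAK2; 0% = DMSO-treated cells and 100% = JAK inhibitor I control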
PERK inh: human PERK inhibition, primary cell-based screen; inhibition, % at 5.6 µM; CHO PERK-DD fusion, SEAP luminescence translation reporter; Q9NZJ5; actives 0.17% (n = 220,000);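 active = inhibition above the mean inhibition of all tested compounds plus 3 SD, set separately per screening campaign, cut at about 2.9% in these data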;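 note: PERK kinase domain activated by AP20187 dimerizer at 100 nM; 0% = DMSO with dimerizer and 100% = rapamycin at 8.4 µM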
S1P4 ag: activates the human S1P4 receptor; O95977; S1P4-expressing cell line, agonist reporter assay; activation, % at 4.98 µM; actives 0.35% (n = 220,000); in the data active = activation above about 11%;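 note: 0% = DMSO vehicle and 100% = reference agonist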
Target sequence (O95977 whole entry, looked up): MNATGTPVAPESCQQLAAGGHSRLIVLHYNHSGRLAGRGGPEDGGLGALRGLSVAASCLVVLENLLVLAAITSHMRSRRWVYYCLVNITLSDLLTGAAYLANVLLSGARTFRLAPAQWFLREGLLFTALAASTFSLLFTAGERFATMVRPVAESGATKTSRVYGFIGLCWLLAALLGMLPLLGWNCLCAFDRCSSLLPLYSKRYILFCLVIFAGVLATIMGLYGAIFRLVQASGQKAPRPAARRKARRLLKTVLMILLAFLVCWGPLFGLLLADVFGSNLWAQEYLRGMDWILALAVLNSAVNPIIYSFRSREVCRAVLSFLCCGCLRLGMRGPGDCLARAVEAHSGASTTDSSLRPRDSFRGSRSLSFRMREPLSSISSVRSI
TRPML3 agonist: human mucolipin-3 channel agonism | activation, % at 3 µM | Q8TDD5 | HEK293 TRPML3-YFP, Fluo-8 calcium fluorescence; 100% = the carbachol control signal | actives 0.29% (n = 220,000);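 active = activation above its plate's cutoff, the mean activation of the plate's test wells plus 3 SD, cut at about 12% in these data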;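 note: 0% = DMSO only wells and 100% = carbachol wells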
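Test system – HEK293 line with stable expression of human TRPML3-YFP channel · Control set – carbachol 87 µM final as high control (100%), DMSO as low control (0%) · Signal – Fluo-8 calcium dye fluorescence, ex 470-495, em 515-575 nm · Incubation – 1-h 37 °C dye load, 5-s basal, 120-s post-compound reads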
S1P4 antagonist: blocks the human S1P4 receptor. O95977. inhibition, % at 4.98 µM. S1P4-expressing cells, antagonist mode, reporter read-out. actives 0.26% (n = 220,000); in the data active = inhibition above about 29%;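 note: 0% = wells stimulated with agonist and 100% = vehicle wells without agonist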
EP2 modulator: modulators of human EP2 prostaglandin E2 receptor; P43116; actives 0.83% (n = 260,000); AID 940; EP2-expressing cells, cAMP HTRF FRET, PGE2 co-stimulation; induction, % at 25 µM;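 active = compounds whose cAMP rise, as percent of the full-agonist control response, exceeds 60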;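 note: rat C6 glioma line stably carrying human EP2 under a CMV promoter; the protocol text gives 20 µM as final concentration; 100% = response of wells given 1 µM PGE2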
Target sequence (P43116 whole entry, looked up): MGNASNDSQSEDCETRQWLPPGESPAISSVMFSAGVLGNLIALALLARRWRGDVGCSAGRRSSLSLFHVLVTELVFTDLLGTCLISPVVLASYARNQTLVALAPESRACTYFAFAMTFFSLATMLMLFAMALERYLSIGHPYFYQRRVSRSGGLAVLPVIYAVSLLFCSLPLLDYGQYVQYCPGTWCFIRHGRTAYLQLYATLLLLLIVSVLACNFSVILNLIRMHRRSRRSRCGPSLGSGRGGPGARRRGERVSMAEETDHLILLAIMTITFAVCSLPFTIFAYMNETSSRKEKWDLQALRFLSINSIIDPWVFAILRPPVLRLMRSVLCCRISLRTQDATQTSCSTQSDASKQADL
Calpain2 inh: blocks pig calpain II enzyme activity | purified calpain II, fluorogenic peptide substrate, 30 min | inhibition, % at 16 µM | actives 0.37% (n = 220,000) | AID 1236;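 active = inhibition above about 50%, limit read from the data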
BaF3 parental: reduces parental Ba/F3 cell viability, JAK2V617F counter-screen; CellTiter-Glo ATP luminescence; inhibition, % at 5.6 µM; actives 1.1% (n = 220,000);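 active = inhibition above a per-campaign cutoff, the mean inhibition of all tested compounds plus 3 SD, cut at about 27% in these data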;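 note: 0% = DMSO wells and 100% = JAK Inhibitor I control wells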
zfTRPN1 agonist: zebrafish TRPN1 (NompC) channel agonism | HEK293 zebrafish TRPN1-YFP, Fluo-8 calcium fluorescence; 100% = response to 87 µM carbachol | activation, % at 3 µM | actives 0.18% (n = 220,000);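 active = activation above its plate's cutoff, the mean activation of test wells on that plate plus 3 SD, cut at about 19% in these data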;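 note: 0% = DMSO alone and 100% = 87 µM carbachol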
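Control set: carbachol 87 µM as high control, DMSO as low control; system: HEK293 stable line with zebrafish TRPN1-YFP; read-out: % activation versus carbachol response; detection: intracellular calcium fluorescence with Fluo-8; doses: single test compound dose, 3 µM nominal, 0.3% DMSO; schedule: dye 1 h 37 °C plus 30 min RT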
* marks the source's active call; other numbers are inactive results; i = inactive; & = joins results of further samples.

A first look, four compounds:
SMILES | Ba/F3 V617F tox | PERK inh | S1P4 ag | TRPML3 agonist | S1P4 antagonist | EP2 modulator | Calpain2 inh | BaF3 parental | zfTRPN1 agonist
N#Cc1c(NC(=O)c2ccc(Cn3cc(Br)cn3)o2)sc2c1CCCCC2 | -2.9 | -0.7 | 0.1 | 0.2 | -15.5 | -5.5 | -5.6 | -4.7 | -0.2
COC(=O)/C(=C\Nc1ccccc1N)c1ncc(C(F)(F)F)cc1Cl | -0.6 | 0.8 | 0.7 | -0.3 | 4.7 | 25.5 | -66.0 | 2.0 | -1.2
O=C(NCc1ccco1)c1nc(-c2ccc(F)cc2)no1 | 0.3 | 0.8 | -1.5 | -0.4 | -3.0 | -21.5 | 5.1 | 3.4 | -0.4
O=S(=O)(Nc1ccc(-c2nc3cccnc3s2)cc1)c1cc(F)ccc1F | 1.4 | 0.0 | 1.8 | 1.1 | 1.4 | -25.5 | 13.0 | 6.0 | 2.9

This part in full, from the first entry:
SMILES | Ba/F3 V617F tox | PERK inh | S1P4 ag | TRPML3 agonist | S1P4 antagonist | EP2 modulator | Calpain2 inh | BaF3 parental | zfTRPN1 agonist
N#Cc1c(NC(=O)c2ccc(Cn3cc(Br)cn3)o2)sc2c1CCCCC2 | -2.9 | -0.7 | 0.1 | 0.2 | -15.5 | -5.5 | -5.6 | -4.7 | -0.2
COC(=O)/C(=C\Nc1ccccc1N)c1ncc(C(F)(F)F)cc1Cl | -0.6 | 0.8 | 0.7 | -0.3 | 4.7 | 25.5 | -66.0 | 2.0 | -1.2
O=C(NCc1ccco1)c1nc(-c2ccc(F)cc2)no1 | 0.3 | 0.8 | -1.5 | -0.4 | -3.0 | -21.5 | 5.1 | 3.4 | -0.4
O=S(=O)(Nc1ccc(-c2nc3cccnc3s2)cc1)c1cc(F)ccc1F | 1.4 | 0.0 | 1.8 | 1.1 | 1.4 | -25.5 | 13.0 | 6.0 | 2.9
CSCCC(=O)Nc1ccc(C(C)=O)cc1 | -1.2 | 0.1 | 1.1 | 0.3 | 2.0 | -8.1 | 4.1 | 0.2 | -0.9
O=c1/c(=C/c2ccc(O)cc2)sc2nc3cc(Br)cnc3n12 | 0.3 | 0.6 | 2.7 | 1.0 | -5.5 | -11.7 | -12.7 | 3.1 | 1.1
CC(=O)c1ccc(NC(=O)CSc2nc(C)cc(C)c2C(N)=O)cc1 | 2.1 | 0.0 | 2.2 | 0.9 | -13.4 | -16.2 | 17.0 | 4.5 | 3.0
CC1(C)Cc2nc3sc4c(=O)n(CC(=O)NCc5ccccc5)cnc4c3cc2CO1 | -0.4 | 1.4 | -0.4 | 1.5 | -1.5 | 32.9 | -161.3 | 2.4 | 1.7
O=C(O)c1ccccc1-c1nc2cc(Cl)ccc2c(=O)n1O | -0.2 | 0.8 | 1.8 | 1.0 | -15.8 | 21.2 | -21.4 | -0.2 | -0.5
COc1cc(OC)c(NC(C)C(=O)NCc2ccccc2)cc1Cl (stereo not given) | -1.9 | 0.0 | -2.1 | -0.1 | -0.5 | -29.8 | 14.2 | 2.6 | -0.4
O=C(Cn1nc(C(F)(F)F)c2c1CCC2)NC1CCCCC1 | -1.4 | -0.1 | 1.1 | 0.8 | -9.0 | 13.5&12.3 | -2.8 | 3.6 | -0.4
CN1CCN(C(=O)c2ccc(COc3ccc(Cl)cc3Cl)cc2)CC1 | -1.5 | -0.4 | 0.4 | 0.3 | -6.7 | -17.7 | -9.8 | -2.0 | -0.2
Cc1cc(C)c2nc(Cl)c(Cl)nc2c1 | -3.6 | 1.0 | -0.5 | 0.5 | 4.3 | 46.5 | -19.6 | -1.2 | 1.2
Cc1ccc(-c2nnn(CCOc3cccc(Br)c3)n2)cc1 | 0.8 | 0.6 | 2.4 | 0.3 | -7.8 | -63.2 | 9.7 | 5.0 | -0.5
Cn1c(=O)c2c(ncn2Cc2ccc(Cl)cc2)n(C)c1=O | 6.5 | -0.6 | -2.8 | 1.5 | 2.5 | -57.7 | 14.8 | 9.5 | 4.2
COC(=O)c1ccc(NC(=O)c2ccc(OC(C)=O)c(OC)c2)cc1 | 5.6 | -1.0 | 1.0 | 0.7 | -2.9 | -15.8 | 1.8 | 5.2 | 0.9
COc1ccc(C/C(C)=N/NS(=O)(=O)c2ccc(Br)cc2)cc1 | 4.3 | 1.1 | -1.8 | 0.3 | -2.8 | -2.9 | -11.7 | 9.2 | 0.1
CCOC(=O)c1csc(NC(=O)c2cc(=O)c3ccccc3o2)n1 | -1.7 | 1.3 | -0.2 | 0.8 | -2.5 | -8.6 | 6.0 | -1.0 | 0.3
COc1ccc(OC)c(C(=O)c2nc3c(n2O)CCCCC3)c1 | 1.7 | -0.6 | -0.7 | 0.2 | -15.6 | -6.5 | 7.0 | 3.1 | 0.1
COc1ccc(-c2nnc(CSc3nc4ccccc4c(=O)n3CC(C)C)o2)cc1OC | 1.6 | -1.4 | -0.2 | 0.9 | -9.3 | 10.4 | -26.4 | 1.6 | 0.1

Results in Calpain2 inh, S1P4 ag and S1P4 antagonist, for some of the entries so far:
SMILES | Calpain2 inh | S1P4 ag | S1P4 antagonist
CC(=O)c1ccc(NC(=O)CSc2nc(C)cc(C)c2C(N)=O)cc1 | 17.0 | 2.2 | -13.4
COc1cc(OC)c(NC(C)C(=O)NCc2ccccc2)cc1Cl (stereo not given) | 14.2 | -2.1 | -0.5

(continued)
SMILES | Ba/F3 V617F tox | PERK inh | S1P4 ag | TRPML3 agonist | S1P4 antagonist | EP2 modulator | Calpain2 inh | BaF3 parental | zfTRPN1 agonist
CC(=O)NC(CCS(C)(=O)=O)C(=O)Nc1c(F)cccc1F (stereo not given) | -0.5 | 1.5 | 0.1 | 0.8 | 14.8 | -0.2 | 0.8 | 5.8 | 1.3
Cc1sc2ncn(CC(=O)OCC(=O)NC(C)(C)C)c(=O)c2c1C | -5.0 | -0.4 | -2.9 | 1.1 | -3.7 | -6.3 | 1.7 | -0.6 | -0.5
NC(=O)C1CCCN(C(=O)NC2CCCCC2)C1 (stereo not given) | -2.5 | 1.6 | -0.6 | 0.5 | -12.9 | 19.4 | -0.5 | 2.9 | 0.3
Cc1ccc(N2C(=O)CSC2c2ccccn2)cc1Cl (stereo not given) | 3.2 | 0.0 | -1.1 | -0.7 | -6.0 | 16.9 | -15.6 | 7.1 | -1.4
Cc1ccc(-c2cc(C(=O)N3CCN(c4ccc(F)cc4)CC3)c3ccccc3n2)o1 | -2.6 | -0.1 | 0.5 | -0.1 | -16.1 | -2.9 | i | 1.1 | 0.6
COc1ccc(CNc2nc3c(c(=O)n(Cc4ccc(Br)cc4)c(=O)n3C)n2C)cc1 | -5.1 | 1.1 | 1.5 | 0.9 | -28.1 | -25.5 | 88.5* | 2.1 | -0.6
COc1cc(O)ccc1/C=N/NC(=O)c1ccc([N+](=O)[O-])cc1 | -2.5 | 1.0 | -0.6 | -0.1 | 7.2 | -32.4 | -12.7 | 4.8 | 0.5
CCCNS(=O)(=O)c1ccc(CCC(=O)N2CCCC2)cc1 | 11.5 | 0.3 | -0.4 | -0.7 | 0.3 | 16.1&-6.3 | 18.5 | 5.8 | 0.2
Cc1ccccc1Cn1cc(NC(=O)c2nn(C)cc2Cl)cn1 | 1.4 | -1.2 | -0.2 | 0.8 | -17.9 | -28.2 | -4.2 | -0.8 | -0.9
Cc1ccc(CN2CCN(Cc3ccncc3)CC2CCO)o1 (stereo not given) | 2.8 | 1.5 | -0.9 | 1.8 | 10.8 | 26.1 | -25.7 | 12.7 | 1.1
O=c1oc2ccccc2c(N2CCCCC2)c1[N+](=O)[O-] | -2.3 | 1.6 | -0.3 | 0.3 | -17.0 | 1.4 | -20.6 | 5.1 | 0.9
Cc1sc2ncn(CC(=O)NCc3ccccc3)c(=O)c2c1C | 5.4 | 0.5 | 0.2 | 0.4 | -10.7 | -19.2 | 10.5 | -5.3 | 1.2
O=C(COC(=O)c1cn(-c2ccccc2)nc1-c1ccccc1)c1ccc([N+](=O)[O-])cc1 | -2.4 | 0.9 | 0.2 | 1.9 | -3.2 | 11.6 | -10.8 | 0.7 | 0.9
Cc1cc(C)cc(Oc2ccccc2CO)c1 | -0.9 | 0.5 | 0.6 | -0.8 | 9.0 | 46.9 | 14.2 | 5.7 | -3.8
Cc1ccc(C)c(OCc2nnc(SCC(=O)NC(=O)NCc3ccco3)o2)c1 | 1.7 | 2.1 | 3.9 | -0.5 | -10.6 | 28.7 | 1.1 | 6.4 | -1.0
O=C(c1cc(-c2cccs2)nc2ccccc12)N1CCN(S(=O)(=O)c2ccccc2)CC1 | -0.8 | -1.4 | 0.2 | 0.3 | -8.3 | 11.5 | -227.8 | 4.1 | 0.8
O=C(C(Cc1ccc(Cl)cc1)NS(=O)(=O)c1ccccc1)N1CC[C@@]2(O)CCCC[C@H]2C1 (stereo not given in full) | -1.7 | -0.8 | -0.7 | 0.5 | -16.2 | 10.5 | -41.1 | 1.8 | -0.2
CC1CCCN(c2c([N+](=O)[O-])cc(C(=O)O)cc2[N+](=O)[O-])C1 (stereo not given) | -1.0 | 0.3 | 2.6 | 0.7 | -5.8 | 13.4 | -55.3 | 4.9 | 1.9
CNC(=S)NC1CC2CCCC(C1)N2Cc1ccco1 (stereo not given) | 2.5 | 0.0 | 0.0 | 1.1 | -24.2 | 16.1 | -33.1 | 9.6 | 0.5
COc1cccc(OCC(=O)NN=C2c3ccccc3-c3ccccc32)c1 | -0.3 | 0.8 | 0.0 | 0.3 | -5.2 | 4.7 | -36.8 | 5.3 | 0.3
Cn1cc(-c2ccno2)c(C(=O)O)n1 | 0.0 | 0.1 | 2.4 | 1.2 | -16.4 | 21.8 | -5.0 | 6.0 | 1.4
CC1(C(=O)NC2CCCC2)CCC(=O)N1Cc1ccc2c(c1)OCO2 (stereo not given) | -2.3 | -0.2 | -0.1 | 0.1 | -9.2 | 11.6 | -3.3 | -4.3 | -0.3
c1cnc2c(Oc3ncnc4sccc34)cccc2c1 | 0.2 | 1.9 | 2.9 | 0.4 | -1.1 | 1.2 | -5.4 | 5.5 | 1.0
CC(C)NC1=C(Cl)C(=O)c2ccccc2C1=O | 3.8 | -0.5 | -1.1 | 0.5 | 3.4 | -24.1 | 33.3 | 7.3 | 0.4
Cc1ccc(N(CC(=O)O)S(C)(=O)=O)cc1 | -1.6 | 1.5 | 0.7 | 0.5 | 8.5 | 46.6 | -6.5 | -1.6 | -0.5
CS(=O)(=O)c1ccccc1-c1nc(-c2ccc(C(F)(F)F)cc2)no1 | 3.1 | -0.5 | 1.7 | -1.2 | -27.4 | 15.5 | 16.7 | 9.0 | -1.3

Compound activity (PubChem BioAssay)
